# Screening data deposited in PubChem BioAssay by several laboratories.
# MrgX1 PAM = human MrgX1 positive allosteric modulation, primary screen; MrgX1-HEK293, Fluo-4 calcium flux, FDSS; active compounds read high; B-score at 10 µM; hit rate 0.63% among 310,000; AID 588675;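 active means plate-corrected calcium response at least 3 library SD above typical, normal starting fluorescence, not activating the receptor alone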;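 further: compound read alongside a low EC10 to EC30 dose of BAM8-22 agonist; peak minus trough fluorescence over baseline measured at the second addition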
# Target sequence (Q96LB2 whole entry, looked up): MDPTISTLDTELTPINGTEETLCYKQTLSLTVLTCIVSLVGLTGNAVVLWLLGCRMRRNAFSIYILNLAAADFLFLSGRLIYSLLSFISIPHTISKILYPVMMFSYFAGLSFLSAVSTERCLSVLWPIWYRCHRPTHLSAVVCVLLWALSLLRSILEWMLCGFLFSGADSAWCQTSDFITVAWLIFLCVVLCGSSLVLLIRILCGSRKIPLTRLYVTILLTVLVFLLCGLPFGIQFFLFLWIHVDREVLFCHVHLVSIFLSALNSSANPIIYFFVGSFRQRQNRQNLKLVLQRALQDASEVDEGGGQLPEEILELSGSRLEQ
# MrgX1 agonist = agonists of human MrgX1 receptor; MrgX1-HEK293 cells, Fluo-4 calcium fluorescence, agonist mode; active compounds read high; Q96LB2; B-score at 10 µM; hit rate 0.44% among 310,000;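 active means calcium response B-score plate-corrected fluorescence ratio at least 3 library SD, with starting fluorescence B-score inside 5 SD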
#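 System: HEK293 cells stably expressing human MrgX1 receptor; Dosing: test compound in the initial addition of three; Schedule: overnight plating, then 30 min 37 °C plus 30 min room-temperature dye loading; Detection: kinetic calcium dye fluorescence, Fluo-4 NW; Controls: per-plate positive and negative controls for Z′ factor.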
# TRPC4 block = TRPC4 (mouse) channel inhibition; Q9QUQ5; HEK293 TRPC4beta/mu-opioid, DAMGO-evoked Fluo4 calcium flux; active compounds read low; B-score at 10 µM; hit rate 0.39% among 300,000;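 active means B-score over 3 SD under the library average, no early fluorescence shift, positive overall ratio signal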
#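 Material: HEK293 cells with stable TRPC4beta plus mu-opioid receptor expression / Probe or stimulus: DAMGO in two steps, submaximal then maximal / Compound: single concentration per test compound / Technique: kinetic Fluo4 fluorescence imaging of calcium influx / Read-out: per-well B score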
# TRPC4 act = opens the mouse TRPC4 cation channel | Q9QUQ5 | HEK293 TRPC4beta/mu-opioid, Fluo4 calcium fluorescence; active compounds read high | B-score at 10 µM | hit rate 0.49% among 310,000 | AID 2237;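 active means B-score above 5 SD of library B-scores, and initial fluorescence ratio not above library mean plus 5 SD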;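 further: positive B-score marks a calcium rise read as TRPC4 activation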
#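 Technique: kinetic Fluo4 calcium fluorescence; Test system: TRPC4beta and mu-opioid receptor HEK293 stable cells; Measure: B-scored integrated calcium fluorescence ratio; Benchmarks: low control buffer alone, high control maximal DAMGO; Schedule: 45 min room-temperature Fluo4 loading, 110 s read.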
# ANO1 activ = activates or potentiates the mouse TMEM16A chloride channel; B-score at 10 µM; HEK293 TMEM16A/YFP-H148Q/I152L, iodide quench fluorescence; active compounds read low; AID 623877; Q8BHY3; hit rate 0.3% among 340,000;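 active means fluorescence-ratio B-score plate-corrected deviation score at least 3 library SD below zero, with starting fluorescence score within 5 deviations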;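 further: channel opened by trigger with iodide after compound preincubation; score built on the fluorescence ratio of max minus min over baseline; more negative score means more quench and so TMEM16A activation or potentiation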
# TRPC6 inh = inhibitors of mouse TRPC6 channel | Q61143 | HEK293-TRPC6, membrane potential dye, ACh-evoked depolarization; active compounds read low | B-score at 10 µM | hit rate 1.1% among 310,000;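 active means B-score under library mean minus 3 SD, initial fluorescence not abnormally high, positive integrated signal ratio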;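 further: B-score derived from integrated fluorescence ratio over the kinetic read; more negative B-score means stronger inhibition of depolarization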
# TRPC6 activator = mouse TRPC6 channel activation; hit rate 0.13% among 310,000; AID 2550; B-score at 10 µM; Q61143; HEK293-TRPC6 membrane potential dye fluorescence; active compounds read high;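 active means B-score of the integrated fluorescence ratio above library mean plus 3 SD, and starting fluorescence ratio within library mean plus 5 SD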;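 further: higher score means more depolarization so channel activation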
# SKKanGAS inh = inhibitors of SKKanGAS S. pyogenes growth in kanamycin (SK-promoter or general growth effect). BacTiter-Glo, 6 h. inhibition, % at 7.5 µM. hit rate 1.3% among 300,000;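 active means mean replicate score, as percent of positive control median, at least 50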;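 further: strain carries kanamycin resistance gene driven by streptokinase promoter and grows in 40 µg/ml kanamycin; loss of luminescence reflects streptokinase promoter inhibition or plain growth inhibition; 0% = median of DMSO wells and 100% = positive control at its reference dose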
# TMEM16A inh = mouse TMEM16A channel inhibition, primary screen; Q8BHY3; HEK293 TMEM16A/YFP iodide influx fluorescence, ionomycin; normalized B-score (activity score, 25-100; higher = stronger inhibition) at 10 µM; hit rate 1.2% among 310,000; AID 588511;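 active means ratio plate-corrected score three or more library SD toward inhibition, starting fluorescence score within five deviations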;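 further: score derived from kinetic fluorescence span divided by baseline fluorescence per well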
# MrgX1 antagonist = blocks BAM8-22 activation of human MrgX1 receptor. Q96LB2. MRGX1-HEK293 calcium flux, Fluo-4, BAM8-22 antagonism; active compounds read low. B-score at 10 µM. hit rate 1.3% among 310,000. AID 588676;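 active means calcium-response B-score plate-corrected more than 3 library SD below zero, starting fluorescence within 5 deviations, no agonist response on first addition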;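 further: peak minus trough fluorescence over baseline after final BAM8-22 challenge near maximal dose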
# TRPC4 PAM = allosteric potentiators of mouse TRPC4 channel. HEK293 TRPC4beta/mu-opioid, DAMGO EC20, Fluo-4 Ca2+ flux; active compounds read high. AID 2227. hit rate 0.42% among 310,000. Q9QUQ5. B-score at 10 µM;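 active means B-score of calcium response area above 5 SD of library B-scores, with initial fluorescence ratio within 5 SD of library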;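 further: B-score of integrated fluorescence ratio over time as area under calcium response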
# Numbers without * were called inactive; i = inactive; . = not tested or not shown.
mol	MrgX1 PAM	MrgX1 agonist	TRPC4 block	TRPC4 act	ANO1 activ	TRPC6 inh	TRPC6 activator	SKKanGAS inh	TMEM16A inh	MrgX1 antagonist	TRPC4 PAM
Clc1ccc(-c2cn3cc(Br)ccc3n2)cc1Cl	i	i	i	i	i	i	i	-18	i	i	i
O=C1CC(=O)N(Cc2ccco2)C(=O)N1	i	i	i	i	i	i	i	0	i	i	i
Cc1nnc(SCC(=O)Nc2ccc(F)cc2)n(N)c1=O	i	i	i	i	i	i	i	0	i	i	i
CCCC(=O)NCc1ccc2c(c1)cc(C)n2C	i	i	i	i	i	i	i	1	i	i	i
O=C(CCC1CCCC1)NCCS(=O)(=O)N1CCN(c2ccc(F)cc2)CC1	i	i	i	i	i	i	i	16	i	i	i
CC1=C([N+](=O)[O-])C(c2ccccc2C(F)(F)F)NC(=O)N1C (configuration not stated)	i	i	i	i	i	i	i	-2	i	i	i
C/C(Cn1cnc([N+](=O)[O-])n1)=N\NC(=O)c1ccncc1	i	i	i	i	i	i	i	-11	i	i	i
CCOC(=O)C1CCN(S(=O)(=O)c2ccc3c(c2)CCN3C(=O)C2CCC2)CC1	i	i	i	i	i	i	i	-1	i	i	i
CC1CN(c2ccc(NS(=O)(=O)c3ccccc3)cc2C(=O)O)CC(C)O1 (configuration not stated)	i	i	i	i	i	i	i	-1	i	i	i
Cc1oc(C)c(S(=O)(=O)NCc2cccs2)c1C(=O)O	i	i	i	i	i	i	i	1	i	i	i
COc1ccc(/C=C/C(=O)c2cc(F)ccc2OC(=O)c2ccc(OC)c(OC)c2)cc1OC	i	i	i	i	i	i	i	0	i	i	i
O=C(CN1CCN(CC(=O)Nc2ccccc2C(F)(F)F)CC1)Nc1ccccc1F	i	i	i	i	i	i	i	5	i	i	i
Cc1ccc(/C=C/S(=O)(=O)NCC(=O)OCC(=O)Nc2c(F)cccc2F)cc1	i	i	i	i	i	i	i	-17	i	i	i
O=C(CN1C(=O)CSCC1=O)NCc1ccc(F)cc1	i	i	i	i	i	i	i	2	i	i	i
Cc1cc([N+](=O)[O-])cc([N+](=O)[O-])c1NCC(C)C	i	i	i	i	i	i	i	-2	i	i	i
CCC1(c2ccccc2)C(=O)N(C(=O)OC(C)(C)C)N1C(=O)OC(C)(C)C (configuration not stated)	i	i	i	i	i	i	i	4	i	i	i
CCCC(=O)NCC(c1cccs1)S(=O)(=O)c1ccc(C)cc1 (configuration not stated)	i	i	i	i	i	i	i	0	i	i	i
O=S(=O)(NCC(c1ccc2c(c1)OCO2)N1CCOCC1)c1ccccc1 (configuration not stated)	i	i	i	i	i	i	i	-6	i	i	i
CCOC(=O)c1ccccc1NC1c2ccccc2C(=O)N1c1ccc(C)cn1 (configuration not stated)	i	i	i	i	i	i	i	5	i	i	i
CC(=O)Nc1ccc(C(=O)OC2CCCCC2=O)cc1 (configuration not stated)	i	i	i	i	i	i	i	14	i	i	i
COc1ccc(NC(=S)NC2CCCC2)c(OC)c1	i	i	i	i	i	i	i	-3	i	i	i
O=C(NCCC(=O)N1CCN(c2ncccn2)CC1)c1ccccc1Cl	i	i	i	i	i	i	i	-13	i	i	i
COc1ccccc1N1CCN(C(=O)Nc2cccc(Cl)c2)CC1	i	i	i	i	i	i	i	2	i	i	i
CCOC(=O)C1CN(S(=O)(=O)c2cccs2)c2ccc(CC(=O)OC)cc2O1 (configuration not stated)	i	i	i	i	i	i	i	-5	i	i	i
COCC(=O)N(Cc1ccc(OC)cc1)Cc1nc2ccccc2c(=O)[nH]1	i	i	i	i	i	i	i	5	i	i	i
O=C(c1ccc2c(c1)OCO2)C1CCCN(Cc2cccc(C(F)(F)F)c2)C1 (configuration not stated)	i	i	i	i	i	i	i	-7	i	i	i
O=C(CCCN1C(=O)c2cccc3cccc(c23)C1=O)NC1CCS(=O)(=O)C1 (configuration not stated)	i	i	i	i	i	i	i	-5	i	i	i
CCCC(=O)c1cn(CC(=O)OC)c2ccccc12	i	i	i	i	i	i	i	-7	i	i	i
COC(=O)c1ccc(C(NC(=O)OCc2ccccc2)/C(F)=C/[C@@H](C)C(=O)O)cc1 (some centres not stated)	i	i	i	i	i	i	i	4	i	i	i
CCOc1ccccc1OCCCC(=O)N1CCN(S(=O)(=O)c2ccc(C)cc2)CC1	i	i	i	i	i	i	i	4	i	i	i
Cc1ccc(C)c(Cn2nnc3c(=O)[nH]c(C4CCN(C(=O)c5ccco5)CC4)nc32)c1	i	i	i	i	i	i	i	-19	i	i	i
Cc1ccccc1-n1c(-c2ccc(Cl)cc2)cnc1SCC(=O)NC1CCS(=O)(=O)C1 (configuration not stated)	i	i	i	i	i	i	i	6	i	i	i
CC(=O)Nc1ccc(-c2cn3c(n2)SCC3)cc1	i	i	i	i	.	i	i	1	i	i	i
CCn1cc(C(=O)NCc2ccc(Cl)cc2)c(=O)c2cc(S(=O)(=O)N3CCOCC3)ccc21	i	i	i	i	i	i	i	6	i	i	i
Cc1ccccc1C(=O)NNC(=O)C1CCN(C(=O)Nc2ccccc2)CC1	i	i	i	i	i	i	i	-4	i	i	i
O=C1[C@@H]2Cc3ccccc3CN2C(=O)N1c1cccc(F)c1	i	i	i	i	i	i	i	3	i	i	i
Cn1cc(-c2cccc(Cl)c2)cc(C#N)c1=O	i	i	i	i	i	i	i	-8	i	i	i
CCOC(=O)c1sc2ccc(S(=O)(=O)N3CC(C)CC(C)C3)cc2c1N (configuration not stated)	i	i	i	i	i	i	i	3	i	i	i
COc1ccc(C2CC(=O)Oc3c(C(CCN4CCCC(C)C4)c4ccc(N(C)C)cc4)c(OC)cc(OC)c32)cc1 (configuration not stated)	i	i	i	i	i	i	i	13	i	i	i
O=C(Cn1cnc2ccccc21)N1CCN(S(=O)(=O)c2ccccc2)CC1	i	i	i	i	i	i	i	-9	i	i	i
COc1ccc(/C=C2\SC(=O)N(CCNC(=O)C3=COCCO3)C2=O)cc1	i	i	i	i	i	i	i	-7	i	i	i
CC(C)OCCCN1CC(=O)N2C(c3ccccc3)c3[nH]c4ccccc4c3C[C@H]2C1=O (some centres not stated)	i	i	i	i	i	i	i	4	i	i	i
Cc1cccc(/N=C/c2c(O)c3ccccc3oc2=O)n1	i	i	i	i	i	i	i	0	i	i	i
CC1(C)CC(=O)C2=C(C1)Nc1ccccc1NC2c1cccnc1 (configuration not stated)	i	i	i	i	i	i	i	2	i	i	i
Cc1cc(C)c(S(=O)(=O)Nc2ccccc2C(=O)N2CCOCC2)c(C)c1	i	i	i	i	i	i	i	2	i	i	i
CCCCCCn1c(-c2cccs2)n[nH]c1=S	i	i	.	i	i	i	i	8	i	i	i
CCOc1ccc(C(=O)N2CCN(c3ncccn3)CC2)cc1	i	i	i	i	i	i	i	-4	i	i	i
CCOC(=O)NCCOC(=O)Nc1ccc(Cl)cc1	i	i	i	i	i	i	i	-3	i	i	i
COc1cccc2cc(C(=O)N3CCCc4ccccc43)oc12	i	i	i	i	i	i	i	6	i	i	i
COc1cc(/C=C2/C(=O)N(c3ccc(C(=O)O)cc3)N=C2C)cc(OC)c1O	i	i	i	i	i	i	i	4	i	i	i
CC(NC(=O)COC(=O)C1CCN(S(=O)(=O)c2ccccc2C(F)(F)F)CC1)c1ccccc1 (configuration not stated)	i	i	i	i	i	i	i	-5	i	i	i
Cc1c(CC(=O)N2CCN(C(=O)C3COc4ccccc4O3)CC2)c(=O)oc2cc(O)ccc12 (configuration not stated)	i	i	i	i	i	i	i	2	i	i	i
Cc1onc(-c2ccccc2)c1C(=O)Oc1ccccc1	i	i	i	i	i	i	i	4	i	i	i
Cc1cc(C)n(CC(=O)N/N=C/c2ccc(C)o2)n1	i	i	i	i	i	i	i	4	i	i	i
COC(=O)CN1C(=O)C(C)(C)Oc2ccc(C(=O)NC3CCCC3)cc21	i	i	i	i	i	i	i	-3	i	i	i
COc1cc(C(C#N)N2N=C(c3ccccc3)CC2c2ccccc2)ccc1O (configuration not stated)	i	i	i	i	i	i	i	5	i	i	i
C=CCNc1nc(-c2ccc(O)c(C(N)=O)c2)cs1	i	i	i	i	i	i	i	16	i	i	i
CSc1ccccc1NC(=O)NCCCl	i	i	i	i	i	i	i	0	i	i	i
CC(C)c1nc(SCC(=O)Nc2cccc(C(=O)O)c2)c2c3c(sc2n1)CCCC3	i	i	i	i	i	i	i	45	i	i	i
COCCCNc1nc2ccccc2nc1NS(=O)(=O)c1ccc(OC)cc1	i	i	i	i	i	i	i	7	i	i	i

# Next compounds.
mol	MrgX1 PAM	MrgX1 agonist	TRPC4 block	TRPC4 act	ANO1 activ	TRPC6 inh	TRPC6 activator	SKKanGAS inh	TMEM16A inh	MrgX1 antagonist	TRPC4 PAM
CC1CCN(S(=O)(=O)c2ccc(NC(=O)CN3CCN(c4ccccc4)CC3)cc2)CC1	i	i	i	i	i	i	i	14	i	i	i
Cc1ccccc1OCCNc1cc(N2CCN(CCO)CC2)ccc1[N+](=O)[O-]	i	i	i	i	i	i	i	-4	i	i	i
CCc1nnc(NC(=O)c2nc(Cl)ccc2Cl)s1	i	i	i	i	i	i	i	1	i	i	i
O=C(NCC(c1ccco1)N1CCN(c2ccc(F)cc2)CC1)C(=O)NC1CCCCC1 (configuration not stated)	i	i	i	i	i	i	i	-5	i	i	i
NNC(=O)c1sc2cc(C(F)(F)F)cnc2c1-c1cccnc1	i	i	i	i	i	i	i	-1	i	i	i
COc1cc(C2=NOC(C(=O)NCc3ccco3)C2)cc(OC)c1OC (configuration not stated)	i	i	i	i	i	i	i	-1	i	i	i
COc1ccccc1/C=C/c1ccc2cccc(O)c2n1	i	i	i	i	i	i	i	97*	i	i	i
O=C(Cc1nn[nH]n1)NCCC1=CCCCC1	i	i	i	i	i	i	i	-1	i	i	i
